Screening data: PubChem, National Center for Advancing Translational Sciences (NCATS)
USP2a block: USP2a (human) protease inhibition; actives 0.01% (n = 330,000); Potency, µM (doses to about 38.3 µM), for the others: at the top dose activity change, negative = inhibition, usual class: inhibitors; AID 463254; O75604; USP2 core, Ub-CHOP2 coupled fluorogenic reporter, 485/531;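 also: potency is read from the fitted curve at half-maximal effect; plate controls were DMSO wells for no effect and full inhibition by NEM control for full effect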
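Cell-free coupled assay: 10nM USP2 core preincubated 30min RT with compound in Tris-HCl pH 8.0/CaCl2/CHAPS buffer, then 25nM Ub-CHOP2 and 25nM reporter substrate; fluorescence (Ex 485/Em 531) read after 60min RT, normalized to NEM inhibition, concentration-response curves fitted.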
MBNL1-CUG inh: inhibitors of human MBNL1 binding to CUG repeat RNA; actives 0.036% (n = 280,000); Q9NR56; TR-FRET MBNL1-His/biotin-(CUG)12 binding, 665/545 ratio; AID 2675; Potency, µM (doses to about 57.5 µM), without a hit: at the top dose activity change, negative = inhibition, most hits filed as inhibitors; active = well fitted inhibition curve with a large enough effect in the signal ratio, with a control signal flat, not every such curve was filed as active; inconclusive = small, poorly fitted or top-dose-only effect, or effect the other way, or a change in a side signal; inactive = no such curve, though single readings can be large or run the other way; the % refers to the signal ratio; also: potency is read from the fitted curve at half-maximal effect; % is scaled to controls: 0 for no effect and ±100 for the full control effect
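MBNL1-His + Biotin-(CUG)12, cpd titration 92 nM–58 uM; Tb anti-His Ab 0.055 ng/ul, SA-XL665 5 nM (final); 60 min RT; ratiometric 665/545 nm, Ex 340 nm; normalized to buffer and full-complex controls.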
Menin-MLL TR inh: displaces Texas Red mutant MLL peptide from human menin; O00255; Menin + Texas Red MLL mutant peptide, fluorescence polarization; Potency, µM (doses to about 61.6 µM), for inactives: at the top dose FP activity change, negative = inhibition, usual class: inhibitors; actives 0.23% (n = 270,000); active = well fitted inhibition curve with a large enough effect in the polarisation, with a control signal flat, not every such curve was filed as active; inconclusive = small, poorly fitted or top-dose-only effect, or effect the other way, or a change in a side signal; inactive = no such curve, though single readings can be large or run the other way; the % refers to the polarisation; also: potency is read from the fitted curve at half-maximal effect; % of control where 0% means no effect; many of its hits are not listed in these tables
ASM inhibitor: human S-ASM enzyme inhibition. actives 0.006% (n = 340,000). Potency, µM (highest dose often 57.5 µM), inactives show top-dose activity change, negative = inhibition, usual class: inhibitors. AID 504937. placental ASM, HMU-PC fluorogenic substrate, 60 min; also: potency is read from the fitted curve at half-maximal effect
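Human placenta-derived ASM enzyme was preincubated with compound for 10 minutes at room temperature, then given fluorogenic substrate HMU-PC0 (9 uM final) for 60 minutes at 37 °C; a pH 10 stop preceded fluorescence reading at Ex 386/Em 447 nm.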
GALK inh: inhibitors of human galactokinase; Purified GALK, Kinase-Glo residual ATP luminescence; Potency, µM (series often up to 57.5 µM), for the others: top-dose activity change, negative = inhibition, most hits filed as inhibitors; actives 0.007% (n = 270,000); AID 1868; also: potency is read from the fitted curve at half-maximal effect; % is scaled to controls: 0 for no effect and ±100 for the full control effect
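Human GALK (5 nM) with 35 uM ATP and 100 uM galactose in 20 mM HEPES pH 8.0, 5 mM MgCl2, 60 mM NaCl, 1 mM DTT, 0.01% BSA. After 1 h at room temperature, leftover ATP was read by Kinase-Glo Plus luminescence.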
TSHR antagonist: antagonists of human thyroid stimulating hormone receptor. P16473. TSHR-expressing cells, TSH-stimulated cAMP HTRF, 2 h; stronger effect = lower value. activity change, negative = inhibition, % at 11.5 µM. actives 0.2% (n = 330,000). AID 504810;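 active = activity change below a set negative limit, meaning inhibition stronger than a set level, cut at about -70% in these data; inconclusive = activity change between two set negative limits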; also: % is scaled to controls: 0 for no effect and ±100 for the full control effect
Target sequence (P16473 whole entry, looked up): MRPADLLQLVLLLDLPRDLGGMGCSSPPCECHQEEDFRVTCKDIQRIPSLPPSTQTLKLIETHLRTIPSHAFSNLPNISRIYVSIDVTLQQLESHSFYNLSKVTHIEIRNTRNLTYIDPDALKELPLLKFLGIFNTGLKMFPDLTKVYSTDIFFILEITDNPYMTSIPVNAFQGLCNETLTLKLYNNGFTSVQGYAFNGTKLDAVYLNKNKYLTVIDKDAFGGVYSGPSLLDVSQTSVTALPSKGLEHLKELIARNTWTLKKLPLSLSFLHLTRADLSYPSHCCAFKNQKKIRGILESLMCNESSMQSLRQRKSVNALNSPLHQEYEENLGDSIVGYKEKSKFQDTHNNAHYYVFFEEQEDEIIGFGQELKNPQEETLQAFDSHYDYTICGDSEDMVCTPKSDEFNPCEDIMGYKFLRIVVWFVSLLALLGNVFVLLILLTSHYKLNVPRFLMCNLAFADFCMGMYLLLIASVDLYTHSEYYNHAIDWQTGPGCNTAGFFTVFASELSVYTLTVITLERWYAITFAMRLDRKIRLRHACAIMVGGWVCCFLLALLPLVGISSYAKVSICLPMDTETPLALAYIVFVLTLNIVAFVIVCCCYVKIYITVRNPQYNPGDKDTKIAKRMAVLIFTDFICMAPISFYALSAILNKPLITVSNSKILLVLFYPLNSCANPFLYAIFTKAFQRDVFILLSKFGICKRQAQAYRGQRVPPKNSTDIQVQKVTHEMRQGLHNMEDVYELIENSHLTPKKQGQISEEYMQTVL
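TSHR-expressing cells were treated with compounds, then stimulated with TSH at EC80 (4nM final) for 2 hours at 37 deg C. Cellular cAMP was measured by HTRF competition between lysate cAMP and cAMP-d2 for a cryptate-labelled anti-cAMP antibody.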
Chronic BCR inh: blocks chronic active B-cell receptor signaling; ABC-DLBCL IkBa-CBG/CBR reporter, luminescence ratio, 4 h; actives 0.05% (n = 340,000); AID 493014; Potency, µM (highest dose often 46.1 µM), for the others: top-dose ratio change, negative = lower green/red ratio, most hits filed as inhibitors; active = well fitted inhibition curve with a large enough effect in the signal ratio, with a control signal flat, not every such curve was filed as active; inconclusive = small, poorly fitted or top-dose-only effect, or effect the other way, or a change in a side signal; the % refers to the signal ratio;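 also: potency is read from the fitted curve at half-maximal effect; plate controls were basal doxycycline-induced cells for no effect and cells given 10 µM MG132 for full effect; MG132 reads +100%, hits lower the ratio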
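Cell line TMD8 (human ABC DLBCL), stably expressing tet-inducible CBG68-IkBa fusion and CBR; IMDM/0.5% FBS; cpd up to 46 uM; dox induction, 4 h, 37C/5% CO2; dual luminescence; green/red ratio; MG132 control.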
Eya2 phos inh: Eya2 (human) phosphatase inhibition | O00167 | Potency, µM (titrated, usually from 76.9 µM), without a hit: at the top dose activity, negative = inhibition, actives largely listed as inhibitors | actives 0.006% (n = 330,000) | recombinant Eya2, OMFP fluorescence dephosphorylation (OMFP is methylfluorescein phosphate); also: potency is read from the fitted curve at half-maximal effect; % is scaled to controls: 0 for no effect and ±100 for the full control effect
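Eya2 (0.2 uM) preincubated 10 min at ambient with compound, then OMFP substrate added at 50 uM; 10 min reaction in 50 mM HEPES pH 7.5, 50 mM NaCl, 5 uM MgCl2, 0.05% BSA, 1 mM DTT. Fluorescence read at Ex 485/Em 525 nm.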
KCNH2 WT inh: inhibitors of human wildtype KCNH2 potassium channel | U2OS, BacMam KCNH2, thallium flux FluxOr; stronger effect = lower value | activity change, % at 1.84 µM | actives 0.37% (n = 340,000) | AID 720551;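 active = maximum activity change below -70%; inconclusive = maximum activity change between -70% and -50%; inactive = maximum activity change above -50%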; also: % is scaled to controls: 0 for no effect and ±100 for the full control effect
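U2OS cells transduced with wild-type KCNH2 virus are loaded with FluxOr dye for 45 min, and thallium flux is measured in kinetic reads before and after stimulation buffer. Rate constants are normalized to DMSO controls.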
PKM2 act: PKM2 (human) enzyme activation. P14618. purified PKM2, Kinase-Glo ATP luminescence, activation; response scale: 0% is enzyme alone, no compound. Potency, µM (series often up to 57.5 µM), inactives show at the highest dose activation, most hits filed as activators. actives 0.34% (n = 260,000). AID 1631; also: potency is read from the fitted curve at half-maximal effect; % is scaled to controls: 0 for no effect and ±100 for the full control effect; nearly all actives have a fitted effect of over 55% in size
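Purified hPK-M2 (>95%) run at intermediate activity with 0.1 mM ADP and 0.5 mM PEP in 50 mM imidazole pH 7.2, KCl, MgCl2; 1 h room temperature. ATP formed read by Kinase-Glo luminescence; normalized to uninhibited and no-enzyme controls.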
Mito fusion yeast: inhibitors of mitochondrial division or activators of mitochondrial fusion. Potency, µM (titrated, usually from 46.1 µM), without a hit: at the highest dose growth rescue (activation), actives largely listed as activators. S. cerevisiae fusion-defective mutant growth rescue, CellTiterGlo 48 h. actives 0.23% (n = 320,000);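 also: potency is read from the fitted curve at half-maximal effect; % of control where 0% means no effect; nearly all actives have a fitted effect of over 45% in size; temperature-sensitive fusion mutants such as fzo1-1 at 37 °C on non-fermentable ethanol glycerol medium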
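Compounds are tested for their ability to restore growth of mitochondrial fusion-defective yeast strains at non-permissive 37C in YPEG medium over 48 hours. Viability is quantified by luciferase luminescence.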
Active calls of the source: *; u = inconclusive; x = no result given; [ ] = dose if it differs, or a comment. Unless noted, calls follow the shape of the dose curve; as a rule, active = well fitted curve in the direction sought with a large enough effect; inconclusive = small, poorly fitted or top-dose-only effect, or another doubt; inactive = no such curve, though single readings can be large; an effect the other way counts as inactive or inconclusive. These rows are one share of the data; the hit share may differ from the screen's.

SMILES | USP2a block | MBNL1-CUG inh | Menin-MLL TR inh | ASM inhibitor | GALK inh | TSHR antagonist | Chronic BCR inh | Eya2 phos inh | KCNH2 WT inh | PKM2 act | Mito fusion yeast
CCOCCCNC(=O)C1CCN(Cc2cccc(OCc3ccccc3)c2)CC1 | 0% | -7% | -6% | 3% | -1% | 2 | u | -8% | 12 | -6% | -3%
O=C(c1cccs1)N(Cc1cc2ccccc2[nH]c1=O)c1ccccc1 | 3% | x | -2% | 2% | -2% | 0 | -2% | -7% | 2 | 4% | -4%
CCn1c(=O)c(C(=O)Nc2nc3ccccc3[nH]2)c(O)c2ccccc21 | 0% | -12% | -12% | 17% | -1% | u | u | -25% | 23 | -3% | 0%
Cc1ccc(-c2nc(-c3ccccn3)no2)cc1Cl | 0% | 5% | u | -1% | 7% | 3 | u | 13% | -12 | -49% | -4%
COc1ccc(CCNC(=O)CSc2nc3c(c(=O)n(C)c(=O)n3C)n2C(C)C)cc1OC | 0% | 5% | -7% | 1% | 9% | -6 | 0% | -4% | -14 | 3% | 3%
COc1cc(OC)cc(C(=O)NC2CCCCCCC2)c1 | 0% | -6% | u | 0% | 3% | -5 | -8% | 6% | -11 | x | -28%
c1cc2nnnn2nc1N1CCCCCC1 | 3% | 1% | 15% | 0% | -3% | 13 | u | 5% | -6 | -12% | 1%
O=C(CSC1=NCCS1)NC(NC(=O)CSC1=NCCS1)c1ccccc1 | -14% | 0% | -13% | 0% | 12% | 0 | -14% | 8% | -3 | 11% | 3%
O=C(/C=C/c1ccc2c(c1)OCO2)c1ccccn1 | 0% | 9% | 0% | 8% | 2% | 2 | u | 9% | 0 | -56% | u
COc1ccc(CN(C)CC(=O)NC2CCCc3ccccc32)cc1OC (configuration not stated) | 2% | -11% | -6% | 2% | -2% | 18 | -2% | 9% | 6 | -1% | 2%
C/C(CC(=O)Nc1ccccn1)=N\NC(=O)C(=O)Nc1cccc(Cl)c1C | 1% | -9% | u | 1% | x | -4 | u | 4% | 19 | -10% | -2%
CC(C)CSc1nsc(N)n1 | -1% | -3% | 5% | -2% | 2% | 6 | 1% | -1% | -1 | 0% | 6%
Cn1c(=O)c2cc(S(=O)(=O)NCCC(=O)Nc3ccccc3F)ccc2n(C)c1=O | 6% | -7% | -5% | 0% | 0% | 1 | 3% | -2% | -14 | 1% | 1%
CC1CCCCN1S(=O)(=O)c1ccc2c(c1)oc(=O)n2CC(=O)O (configuration not stated) | -2% | -4% | -8% | 0% | 4% | -5 | 11% | -15% | 3 | -3% | -2%
COc1ccc(C(=S)NC2CCCCC2)cc1 | -1% | -6% | 15% | 0% | 3% | -2 | u | 11% | 9 | -4% | -2%
Cc1cc(-n2cc(Br)c(=O)[nH]c2=O)nc(-c2ccccc2)n1 | 0% | 9% | x | -4% | 5% | -5 | -1% | -17% | -10 | -5% | 7%
C=CCN1C(=O)/C(=C/c2ccc(O)c(OC)c2)S/C1=N/c1nccs1 | 7% | u | u | u | 2% | 10 | u | 35% | -5 | 2% | u
COc1ccc(CC(=O)N/N=C(/C)CC(=O)N(C)c2ccccc2)cc1 | -1% | 5% | x | 2% | -2% | -3 | 0% | -10% | 4 | x | -8%
CC(C)CC(=O)c1c[nH]c(C(=O)NCc2ccccc2)c1 | 1% | -4% | 24% | -1% | 8% | -9 | -1% | -5% | 1 | x | -3%
CN(C(=O)COC(=O)c1ccc([N+](=O)[O-])cc1N)c1ccccc1 | 2% | 29% | 14% | -3% | -3% | -3 | u | 6% | -3 | -1% | 14%
O=C(Cc1c(F)cccc1Cl)N1CCN(S(=O)(=O)c2cccs2)CC1 | 2% | x | x | -6% | x | 3 | 1% | 5% | -16 | x | 3%
Cc1cc2nc(-c3cccc(NC(=O)c4ccc(Br)o4)c3)oc2cc1C | 0% | 1% | -10% | -11% | 0% | 12 | -19% | 9% | 0 | -1% | 1%
COc1cc(OC)cc(C(=O)Nc2cccc3cccnc23)c1 | 1% | 0% | 24% | -5% | 2% | -5 | -1% | -2% | -2 | 1% | 1%
COC(=O)c1sc(N2C(=O)c3oc4ccccc4c(=O)c3C2c2cccc(O)c2)nc1C (configuration not stated) | -1% | 8% | x | -1% | 4% | -10 | -3% | -2% | -4 | -3% | 1%
Cc1occc1-c1nnc(SCC(=O)Nc2ccccc2)n1C | 1% | -2% | 16% | 3% | 0% | -11 | u | 14% | 5 | 2% | -6%
O=C(NCc1ccccc1)N1CCN(c2ccccc2)CC1 | 1% | -5% | -26% | 1% | -6% | -3 | -2% | 3% | -7 | 1%[11.5 µM] | 1%
COc1cccc(CNc2ccc3[nH]c(=O)[nH]c3c2)c1OCc1ccccc1 | -2% | 3% | 6% | -2% | -1% | 14 | u | 8% | -1 | 6% | 0%
Cc1cc([N+](=O)[O-])nn1Cc1ccc(C(=O)N/N=C/c2ccc(O)cc2O)cc1 | 0% | -9% | u | -6% | -1% | -7 | u | -2% | -10 | 3% | 0%
O=C(O)CCNc1nc(C(F)(F)F)nc2ccccc12 | 0% | 1% | 8% | -3% | 1% | 17 | u | 5% | -3 | 1% | -4%
O=C(NCc1ccco1)C1CC(=O)N(c2ccc(O)cc2)C1 (configuration not stated) | 0% | -8% | 4% | -2% | 0% | -8 | 11% | -7% | 0 | 6% | -6%
O=C(c1cc([N+](=O)[O-])ccc1N1CCCC1)N1CCCCC1 | 2% | 7% | 3% | -4% | -1% | -4 | 2% | 12% | 11 | 0% | 3%
O=C(CSc1nnc(-c2cccnc2)n1-c1ccccc1)Nc1ccccn1 | 3% | -7% | -19% | 1% | 1% | -1 | 19% | 24% | -1 | -3% | 0%
CCC(C)c1ccc(O)c(NC(=O)c2ncn[nH]2)c1 (configuration not stated) | 5% | 6% | -14% | 1% | -2% | 2 | u | -30% | 6 | 6% | 5%
COCCn1c(SCC#N)nnc1-c1ccc2c(c1)OCO2 | 9% | -6% | -2% | 3% | 0% | 21 | 5% | -2% | -2 | 2% | 8%
COC(=O)[C@H](C)NC(=O)/C=C/c1ccc(OC)cc1 | 3% | -1% | -3% | 3% | 0% | 7 | -10% | 3% | 5 | 2% | -12%
CCCN1CCN(S(=O)(=O)c2ccc3c(c2)CC(C)N3C(=O)C2CC2)CC1 (configuration not stated) | 2% | 4% | 1% | 1% | 0% | 24 | 6% | 2% | -2 | x | -11%
